Compound activity from PubChem BioAssay.
RORgamma inh: inhibitors of mouse ROR gamma transcriptional activity. P51450. Drosophila S2 Gal4-RORgamma UAS-luciferase reporter, 20 h. Potency, µM (highest dose often 53.6 µM), without a hit: top-dose activity change, negative = inhibition, most hits filed as inhibitors. actives 5.4% (n = 310,000); also: potency is read from the fitted curve at half-maximal effect; % is scaled to controls: 0 for no effect and ±100 for the full control effect; nearly all actives have a fitted effect of over 60% in size
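Schneider cells (Drosophila), stable Gal4 DBD–ROR gamma + UAS-luc; 1 hr cmpd preincubation; Cu2+ induction 700 uM final; 20 hr ambient; luminescence.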
Gal4-VP16 FLuc: counter-screen for ROR gamma inhibitors: Gal4-VP16 reporter | Drosophila S2 Gal4-VP16 UAS-luciferase, luminescence, 20 h | Potency, µM (titrated, usually from 53.6 µM), for inactives: at the top dose activity, negative = inhibition, usual class: inhibitors | actives 3.5% (n = 310,000);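 also: Gal4-VP16 expression switched on by copper sulfate through the metallothionein promoter; potency is read from the fitted curve at half-maximal effect; % is scaled to controls: 0 for no effect and ±100 for the full control effect; nearly all actives have a fitted effect of over 50% in size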
BRCA1 expr up: activators of BRCA1 expression; MCF7-BRCA1-FFLuc reporter, luminescence, 48 h; response scale: scaled: vehicle 0%, 10 µM genistein 100%; actives 1.1% (n = 380,000); Potency, µM (titrated, usually from 46.1 µM), without a hit: top-dose activation, actives largely listed as activators; also: potency is read from the fitted curve at half-maximal effect; nearly all actives have a fitted effect of over 80% in size; some results filed as inactive show a strong effect at the top dose
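Luminescence from a BRCA1-driven firefly luciferase in MCF7 cells was read after 48 h compound exposure at 37 C. Data normalized against DMSO and a 10microM genistein activation control, then curve-fitted across the titration.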
NPC1 prom act: activators of NPC1 promoter; AID 485313; Huh7 NPC1 promoter luciferase reporter, 24 h; Potency, µM (series often up to 9.22 µM), without a hit: at the top dose activation, usual class: activators; actives 2.4% (n = 320,000);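 also: potency is read from the fitted curve at half-maximal effect; % of control where 0% means no effect; nearly all actives have a fitted effect of over 60% in size; reporter is driven by a mutant NPC1 promoter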
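Luminescence read-out of NPC1 promoter-driven luciferase in stably transfected Huh7 cells; compounds delivered in DMSO and left 24 h at 37C, 5% CO2, qHTS titration format.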
Tb PFK block: inhibitors of T. brucei phosphofructokinase; O15648; T. brucei PFK, ADP-Glo luminescence; Potency, µM (series often up to 57.5 µM), for inactives: at the highest dose activity, negative = inhibition, hits mostly inhibitors; actives 0.17% (n = 330,000);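 also: potency is read from the fitted curve at half-maximal effect; 0% = uninhibited 1x PFK enzyme wells and -100% = no-enzyme wells; nearly all actives have a fitted effect of over 60% in size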
Target sequence (O15648 whole entry, looked up): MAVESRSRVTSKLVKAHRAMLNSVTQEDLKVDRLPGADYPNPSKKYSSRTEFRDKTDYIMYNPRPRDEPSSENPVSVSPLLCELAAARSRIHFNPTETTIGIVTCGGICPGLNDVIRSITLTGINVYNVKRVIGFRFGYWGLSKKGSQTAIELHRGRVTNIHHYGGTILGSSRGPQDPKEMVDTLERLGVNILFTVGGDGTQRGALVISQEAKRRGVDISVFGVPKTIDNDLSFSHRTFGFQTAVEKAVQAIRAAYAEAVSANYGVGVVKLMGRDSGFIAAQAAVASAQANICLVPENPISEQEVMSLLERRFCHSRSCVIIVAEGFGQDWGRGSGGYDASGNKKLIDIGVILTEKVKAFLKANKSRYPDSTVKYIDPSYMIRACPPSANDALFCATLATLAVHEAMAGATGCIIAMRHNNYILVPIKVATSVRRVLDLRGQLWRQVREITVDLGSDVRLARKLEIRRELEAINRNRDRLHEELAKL
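Compounds were pin-transferred as a titration series up to 57 uM into substrate buffer (0.5 mM F6P, 0.1 mM ATP, pH 8.0), then 1.25 nM PFK was added and reactions ran 45 min before ADP-Glo detection.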
p53 reactivation: restores transcriptional activity of mutant p53; H1299 p53-A138V BP100-luciferase reporter, luminescence, 24 h; actives 0.063% (n = 320,000); Potency, µM (highest dose often 92.2 µM), without a hit: top-dose activity change, positive = activation, usual class: activators; also: potency is read from the fitted curve at half-maximal effect; % of control where 0% means no effect; nearly all actives have a fitted effect of over 45% in size
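H1299 (p53-null), stable ts p53-A138V + BP100-Luc; 1000 cells/well, Opti-MEM/10% FBS; cpd 4 pt, 1:5; 24 h, 37 deg C, 5% CO2; detection reagent 10 min RT; luminescence.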
FLuc modulator: counter-screen for miR-21 project: firefly luciferase inhibitors or activators; P08659; Potency, µM (doses to about 57.5 µM), inactives show top-dose activity change, negative = inhibition, usual class: inhibitors; purified FLuc, Km substrates, luminescence inhibition; actives 6.9% (n = 360,000);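 also: potency is read from the fitted curve at half-maximal effect; plate controls were vehicle for no effect and reference inhibitor for full effect; nearly all actives have a fitted effect of over 55% in size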
Target sequence (P08659 whole entry, looked up): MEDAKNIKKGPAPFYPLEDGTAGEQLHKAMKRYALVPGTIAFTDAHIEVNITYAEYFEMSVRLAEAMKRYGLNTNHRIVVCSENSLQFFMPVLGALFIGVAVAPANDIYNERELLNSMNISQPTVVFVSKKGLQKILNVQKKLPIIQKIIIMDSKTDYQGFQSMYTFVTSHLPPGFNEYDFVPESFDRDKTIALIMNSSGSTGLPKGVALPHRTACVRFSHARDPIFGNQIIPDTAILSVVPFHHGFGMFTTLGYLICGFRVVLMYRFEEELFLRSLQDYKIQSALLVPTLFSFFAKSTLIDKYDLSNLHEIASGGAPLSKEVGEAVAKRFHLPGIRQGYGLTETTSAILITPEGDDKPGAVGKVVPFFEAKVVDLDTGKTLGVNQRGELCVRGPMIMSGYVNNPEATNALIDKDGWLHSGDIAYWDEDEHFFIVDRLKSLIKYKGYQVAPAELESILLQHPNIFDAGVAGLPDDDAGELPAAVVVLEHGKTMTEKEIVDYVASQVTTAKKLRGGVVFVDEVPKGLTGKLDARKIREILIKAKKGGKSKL
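Biochemical qHTS of compounds, final roughly 60 µM downward over six points, against 10 nM purified firefly luciferase using Km concentrations of substrates (10 uM D-luciferin, 10 uM ATP) in Tris acetate pH 7.5 buffer; luminescence output.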
TRPV1 ag: agonists of human vanilloid receptor 1 (TRPV1) | activation, % at 8.33 µM | actives 0.19% (n = 320,000) | TRPV1-expressing cells, Fluo-8 calcium influx, agonist mode | Q8NER1; in the data active = activation above about 80%; inconclusive = between about 30% and that limit; also: 0% is about no effect
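TRPV1-expressing cells were cultured overnight at 35.5C and loaded with Fluo-8 calcium dye for 40 to 90 min at room temperature. After a 10 s baseline, compound was added and calcium influx was read kinetically for 3 min (ex 480/em 520 nm).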
Rab9 prom act: activators of Rab9 promoter; actives 2.8% (n = 320,000); Potency, µM (highest dose often 9.22 µM), for the others: top-dose activation, negative = inhibition, actives largely listed as activators; Huh7 Rab9 promoter-luciferase reporter, luminescence, 24 h; also: potency is read from the fitted curve at half-maximal effect; % of control where 0% means no effect; nearly all actives have a fitted effect of over 60% in size
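Huh7 cells stably carrying a Rab9 promoter-luciferase reporter, 1500 cells per well in OP-MEM I with 10% FBS, treated with compound 24 hours at 37C. Luciferase activity read by luminescence after 10 minutes with Amplite reagent.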
ELG1 repair inh: blocks ELG1-dependent DNA repair in HEK293T cells | Potency, µM (highest dose often 46.1 µM), without a hit: top-dose activity change, negative = inhibition, hits mostly inhibitors | HEK293T ELG1-luciferase reporter, luminescence, 16 h; DNA damage induced by 5-fluorouridine | actives 2.3% (n = 330,000); also: potency is read from the fitted curve at half-maximal effect; % is scaled to controls: 0 for no effect and ±100 for the full control effect; nearly all actives have a fitted effect of over 55% in size
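Step one: seed 2,000 cells per well. Step two: pin-transfer compound or DMSO alongside 5-fluorouridine. Step three: incubate 16 hr, 37 °C, 5% CO2. Step four: add ONE-Glo, wait 30 min, read luminescence.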
ELG1 genotoxic: induces genotoxicity in HEK293T cells with luciferase-tagged ELG1. Potency, µM (titrated, usually from 46 µM), without a hit: at the highest dose activity change, positive = activation, actives largely listed as activators. AID 504466. actives 1.3% (n = 330,000). HEK293T ELG1-luciferase reporter, luminescence, 16 h; also: potency is read from the fitted curve at half-maximal effect; % of control where 0% means no effect; nearly all actives have a fitted effect of over 60% in size
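DMSO vehicle served as control against compound-treated ELG1-luciferase HEK293T cells; exposure lasted 16 hr at 37 °C and 5% CO2, followed by ONE-Glo luminescence detection after 30 min.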
* hit, by the source's call; ? = inconclusive; / = not tested or not shown; [ ] = remark or other dose. Unless noted, calls follow the shape of the dose curve; as a rule, active = well fitted curve in the direction sought with a large enough effect; inconclusive = small, poorly fitted or top-dose-only effect, or another doubt; inactive = no such curve, though single readings can be large; an effect the other way counts as inactive or inconclusive.

SMILES	RORgamma inh	Gal4-VP16 FLuc	BRCA1 expr up	NPC1 prom act	Tb PFK block	p53 reactivation	FLuc modulator	TRPV1 ag	Rab9 prom act	ELG1 repair inh	ELG1 genotoxic
CCN1CCN(CC(=O)N2N=C(c3cccs3)CC2c2ccc(F)cc2)C(=O)C1=O (centres undefined)	21%	-13%	-14%	-7%	-2%	4%	6%	1	1%	0%	9%
COc1ccc(C(=O)N2CCC(n3nnc4cc(F)ccc43)CC2)cc1OC	-5%	-2%	3%	-8%	-4%	-2%	2%	0	-7%	?	-6%
O=C1C=C(NC2=CC3OC(c4ccccc4)OCC3OC2=O)CCC1 (centres undefined)	10µM*	10µM*	-81%	-9%	-6%	-27%	0%	-2	2%	13µM*	-4%
CC(OC(=O)c1ccc([N+](=O)[O-])s1)C(=O)Nc1ncc(Cl)cc1Cl (centres undefined)	-41%	?	-33%	-2%	?	16%	-2%	6	-5%	-2%	-3%
OC(c1ccc2c(c1)OCO2)c1nccc2ccccc12 (centres undefined)	-13%[10 µM]	0%	49%	-4%	1%	-2%	-4%	-2	12%	-10%	3%
O=C(O)CSc1nc2ccccc2o1	-6%	4%	1%	1%	3%	1%	-13%	-6	12%	0%	6%
CCOC(=O)c1ccc(NC(=O)CC2SC(=NC)N(C)C2=O)cc1 (centres undefined)	4%	10%	-6%	0%	-2%	-9%	5%	-12	0%	0%	3%
Cc1ccc(NC(=S)NCCC(c2ccccc2)c2ccccc2)c(C)c1	3.5µM*	-9%[0.365 µM]	-54%	-2%	-1%	-4%	0%	5	-8%	-12%	-10%
COc1ccc(C(=O)CCNc2ccc3c(c2)OCCO3)cc1	-34%	8%	-12%	?	-8%	30%	13µM*	12	24%	?	-4%
COc1ccc(N(C(=O)CNC(=O)c2cccs2)C(C(=O)NC2CCCC2)c2ccncc2)cc1 (centres undefined)	8%	5%	-16%	1%	-9%	-6%	4%	3	2%	8%	1%
COc1ccc(OCC(=O)NC2CCCN(Cc3ccc(Cl)cc3)C2)cc1 (centres undefined)	0%	-2%	-19%	0%	-2%	-16%	1%	?	7%	8.2µM*	-17%
COc1cccc(NC(=O)CN(C)S(=O)(=O)c2ccc3c(c2)CCC(=O)N3)c1	-14%	-1%	-3%	-6%	0%	7%	-1%	10	10%	8%	-1%
Cc1cc(Cl)c2ccc3ccccc3c2n1	5%	-17%	-6%	-1%	-7%	0%	-19%	2	-4%	3%	2%
O=C(NCc1ccc(Cl)cc1)C1CCN(S(=O)(=O)c2ccc(N3CCCC3=O)cc2)CC1	-1%	-12%	-20%	0%	-14%	5%	0%	1	-8%	-7%	-2%
CC(=O)NC1CC2CCCC(C1)N2C(=O)Nc1ccc(Cl)c(C(F)(F)F)c1 (centres undefined)	0%	-8%	-4%	2%	-13%	-12%	-1%	?	0%	-4%	-3%
COc1ccccc1N1CCN(Cc2ccc(OC)c3ccccc23)CC1	?	-6%	-47%	-8%	-1%	0%	-1%	2	-5%	?	-10%
Cc1ccc(OCCOCCN2CCCC2)c(Br)c1	-4%	-8%	8%	-4%	-1%	/	6%	-1	4%	-20%	-9%
COc1cccc(NC(=O)COC(=O)Cc2ccccc2[N+](=O)[O-])c1	?	-1%	-9%	-9%	2%	2%	?	4	-3%	-16%	-4%
COc1cc2c(cc1NC(=O)c1cccc(S(=O)(=O)N(C)C)c1)oc1ccccc12	-2%	0%	12%	10%	-3%	11%	-19%	-6	26%	?	2%
CC1CCc2[nH]c3ccc(C(=O)N(C)CC(=O)Nc4cccc(F)c4)cc3c2C1 (centres undefined)	/	/	-29%	-3%	-3%	-7%	-2%	1	2%	-15%	-3%
CSc1nnc(C2CCN(CC(=O)Nc3ccccc3N3CCOCC3)CC2)n1C(C)C	-6%	-5%	-26%	-2%	-1%	-2%	9%	-1	0%	-5%	15%
Cn1c(=O)c2c(-c3ccc(OC(F)F)cc3)cc(-c3ccccc3)nc2n(C)c1=O	-12%	2%	-13%	-4%	-6%	0%	-6%	1	-6%	24%	1%
Cc1ccc([N+](=O)[O-])cc1NC(=O)Nc1ccc(S(N)(=O)=O)cc1	7%	1%	-9%	-1%	12µM*	-1%	-2%	6	0%	19%	0%
COc1ccc(-n2c(=S)[nH]c3cc(C(=O)Nc4cc(OC)c(OC)c(OC)c4)ccc3c2=O)c(OC)c1	28%	-2%	3%	1%	3%	-3%	1%	-10	1%	?	-15%
CCN(CC)C(=O)C(C)N(C#N)c1nc(Cl)nc(N(C)C)n1 (centres undefined)	-18%	1%	-4%	-1%	-5%	2%	-2%	-2	-7%	-6%	-2%

Entries listed so far with four or more nitrogen atoms:
SMILES	RORgamma inh	Gal4-VP16 FLuc	BRCA1 expr up	NPC1 prom act	Tb PFK block	p53 reactivation	FLuc modulator	TRPV1 ag	Rab9 prom act	ELG1 repair inh	ELG1 genotoxic
CCN1CCN(CC(=O)N2N=C(c3cccs3)CC2c2ccc(F)cc2)C(=O)C1=O (centres undefined)	21%	-13%	-14%	-7%	-2%	4%	6%	1	1%	0%	9%
COc1ccc(C(=O)N2CCC(n3nnc4cc(F)ccc43)CC2)cc1OC	-5%	-2%	3%	-8%	-4%	-2%	2%	0	-7%	?	-6%
COc1ccc(N(C(=O)CNC(=O)c2cccs2)C(C(=O)NC2CCCC2)c2ccncc2)cc1 (centres undefined)	8%	5%	-16%	1%	-9%	-6%	4%	3	2%	8%	1%
CSc1nnc(C2CCN(CC(=O)Nc3ccccc3N3CCOCC3)CC2)n1C(C)C	-6%	-5%	-26%	-2%	-1%	-2%	9%	-1	0%	-5%	15%
Cc1ccc([N+](=O)[O-])cc1NC(=O)Nc1ccc(S(N)(=O)=O)cc1	7%	1%	-9%	-1%	12µM*	-1%	-2%	6	0%	19%	0%
CCN(CC)C(=O)C(C)N(C#N)c1nc(Cl)nc(N(C)C)n1 (centres undefined)	-18%	1%	-4%	-1%	-5%	2%	-2%	-2	-7%	-6%	-2%

The listing continues.
SMILES	RORgamma inh	Gal4-VP16 FLuc	BRCA1 expr up	NPC1 prom act	Tb PFK block	p53 reactivation	FLuc modulator	TRPV1 ag	Rab9 prom act	ELG1 repair inh	ELG1 genotoxic
COCc1c(C(=O)OC/C(O)=C(\C#N)c2nc3ccccc3[nH]2)oc2ccccc12	?	-4%	-27%	-1%	-1%	-1%	-8%	3	-13%	2%	1%
O=C(CN1CCOCC1)N/N=C/C(Br)=C\c1ccccc1	-21%	?	6%	-3%	-2%	19%	0%	1	0%	?	11%
CN1C(=O)CSc2ccc(NC(=O)N3CCN(c4ccccc4)CC3)cc21	14%	8%	-39%	-10%	0%	-3%	-12%	-3	2%	?	2%
CCCCOC1(c2ccccc2)NC(=S)NN=C1c1ccccc1 (centres undefined)	10µM*	?	/	-3%	4%	0%	2%	3	-6%	-1%	2%
COc1cc2ccccc2cc1-c1nnc(COc2ccccc2)o1	0%	?	1%	6%	6%	1%	-15%	0	1%	8%	-1%
CC1C/C(=N/N=C2/NC(=O)CS2)CC(C)(C)C1 (centres undefined)	2.2µM*	5µM*	-6%	-1%	-2%	2%	0%	-2	-7%	1%	0%
CC1(C)CC(=O)C(=CN2CCN(C(=O)c3ccco3)CC2)C(=O)C1	6%	-4%	-24%	-1%	2%	-2%	5%	1	-2%	-8%	-4%
CCCCN(C(=O)c1cccc(S(=O)(=O)N2CC(C)OC(C)C2)c1)c1c(N)n(CCCC)c(=O)[nH]c1=O (centres undefined)	-7%	3%	0%	-1%	-7%	21%	3%	-3	9%	-10%	2%
COc1ccc([N+](=O)[O-])cc1N(CC(=O)O)S(C)(=O)=O	-2%	7%	-11%	-1%	-3%	5%	3%	8	-1%	-2%	-3%
COc1cccc(CN2C(=O)C3(C(C#N)=C(N)OC4=C3C(=O)CCC4)c3ccccc32)c1 (centres undefined)	12%	7%	-3%	-7%	-10%	4%	-1%	2	-3%	1%	-2%
CC1(c2ccc3c(c2)OCO3)NC(=O)N(CC(=O)c2ccc[nH]2)C1=O (centres undefined)	/	/	-6%	-2%	-1%	0%	6%	-1	0%	1%	0%
